# Bcl-W Bim block: human Bim-Bcl-W interaction inhibition. bead-based flow cytometry, Bim peptide-Bcl-W binding. Q92843. inhibition, % at 10 µM. 190,000 tested, 0.02% active;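 also: 0% = bound tracer without compound and 100% = peptide blocker; higher means less fluorescent Bim peptide bound to Bcl-W beads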
# Mcl1-Noxa inh: disrupts binding of human Mcl-1 to Noxa peptide. Q07820. TR-FRET Mcl-1/Noxa peptide binding, 2 h. inhibition, % at 21.7 µM. 220,000 tested, 1.5% active. AID 1022;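 active = compounds that cut the protein-peptide binding signal by more than 50% relative to plate controls in a single-dose test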;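 also: His-tagged Mcl-1 with rhodamine Noxa BH3 peptide and terbium anti-His antibody; 0% = Mcl-1 plus Noxa peptide wells and 100% = peptide-only wells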
# RGS4-Gao reg: human RGS4-Galphao interaction regulation. AID 1415. Multiplexed bead flow cytometry, RGS4-Galphao binding; actives lie on both sides. 220,000 tested, 0.33% active. binding response (% of control), % at 10 µM. P09471; in the data active = binding response below about 49% or above about 150%; inactive = in between;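 also: fluorescent Galphao activated with aluminum fluoride binding bead-coupled RGS4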
# Target sequence (P09471 whole entry, looked up): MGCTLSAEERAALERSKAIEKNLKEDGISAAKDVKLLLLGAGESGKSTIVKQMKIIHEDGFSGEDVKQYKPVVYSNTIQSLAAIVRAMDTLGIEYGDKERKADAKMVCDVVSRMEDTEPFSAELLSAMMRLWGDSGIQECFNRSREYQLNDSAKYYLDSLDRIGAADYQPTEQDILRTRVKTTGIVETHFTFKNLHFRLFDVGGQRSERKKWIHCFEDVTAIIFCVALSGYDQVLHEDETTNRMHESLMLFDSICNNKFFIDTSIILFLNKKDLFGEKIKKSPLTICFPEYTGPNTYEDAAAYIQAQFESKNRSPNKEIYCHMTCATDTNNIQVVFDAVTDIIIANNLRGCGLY
# Bfl-1 Bim block: disrupts Bim binding to human Bfl-1 | 190,000 tested, 0.12% active | inhibition, % at 10 µM | Bead-based flow cytometry, Bim-Bfl-1 binding inhibition | Q16548 | AID 1008;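 also: 0% = wells without compound plus tracer and 100% = blocker peptide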
# Bcl-B Bim block: disrupts Bim peptide binding to human Bcl-B; bead-based flow cytometry; Q9HD36; 190,000 tested, 0.073% active; inhibition, % at 10 µM;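 also: 0% = tracer peptide without compound and 100% = reference inhibitor peptide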
# Target sequence (Q9HD36 whole entry, looked up): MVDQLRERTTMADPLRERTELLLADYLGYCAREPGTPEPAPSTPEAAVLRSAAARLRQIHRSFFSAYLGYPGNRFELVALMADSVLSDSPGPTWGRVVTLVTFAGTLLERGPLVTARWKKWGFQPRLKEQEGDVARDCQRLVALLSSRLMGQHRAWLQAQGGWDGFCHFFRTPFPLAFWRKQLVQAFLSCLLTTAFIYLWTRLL
# Mcl-1 Bim block: disrupts Bim peptide binding to human Mcl-1; Q07820; Bead-based flow cytometry, Bim peptide-Mcl-1 binding; inhibition, % at 10 µM; 190,000 tested, 0.1% active; AID 1009;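 also: 0% = no compound tracer wells and 100% = peptide blocker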
# Bcl-XL Bim block: disrupts Bim peptide binding to human Bcl-XL; Q07817; bead flow cytometry, fluorescence; inhibition, % at 10 µM; 190,000 tested, 0.04% active; AID 1007
# Target sequence (Q07817 whole entry, looked up): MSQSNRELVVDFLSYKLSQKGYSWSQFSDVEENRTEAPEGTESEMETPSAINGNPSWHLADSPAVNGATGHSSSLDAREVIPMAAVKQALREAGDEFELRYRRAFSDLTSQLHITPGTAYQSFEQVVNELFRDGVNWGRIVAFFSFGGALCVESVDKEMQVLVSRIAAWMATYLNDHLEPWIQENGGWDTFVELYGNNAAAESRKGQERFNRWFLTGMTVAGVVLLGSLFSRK
# RGS7-Gao reg: human RGS7-Galphao interaction regulation; Multiplexed bead flow cytometry, RGS7-Galphao binding; actives lie on both sides; 220,000 tested, 0.35% active; P09471; binding response (% of control), % at 10 µM; in the data active = binding response below about 49% or above about 150%; inconclusive = no clear call, values can overlap the other calls; inactive = in between;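 also: fluorescent Galphao held in activated GDP-AlF4 state binding bead-coupled RGS7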
# RGS8-Gao: modulates binding of RGS8 to human Galphao. response (percent of control binding), % at 10 µM. 220,000 tested, 0.34% active. AID 1423. multiplexed bead flow cytometry; actives lie on both sides; in the data active = response below about 60% or above about 140%; inactive = in between;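 also: Galphao activated as the GDP aluminium fluoride complex binding bead-coupled RGS8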
# Bim-Bcl-2: human Bim-Bcl-2 interaction inhibition; AID 950; P10415; Bead-based flow cytometry, Bim peptide-Bcl-2 binding; 190,000 tested, 0.06% active; inhibition, % at 10 µM; in the data active = inhibition above about 40%; inconclusive = no clear call, values can overlap the other calls;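 also: 0% = no compound wells with probe peptide and 100% = reference peptide inhibitor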
# Target sequence (P10415 whole entry, looked up): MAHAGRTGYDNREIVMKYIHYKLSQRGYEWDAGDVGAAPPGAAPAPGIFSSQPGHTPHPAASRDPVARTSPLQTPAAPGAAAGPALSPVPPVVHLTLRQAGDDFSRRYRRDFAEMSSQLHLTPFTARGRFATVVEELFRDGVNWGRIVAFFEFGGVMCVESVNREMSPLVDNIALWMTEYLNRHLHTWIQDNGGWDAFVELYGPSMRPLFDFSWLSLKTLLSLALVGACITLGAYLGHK
# Mcl1 Bid PPI: Mcl-1/Bid interaction inhibition. TR-FRET Mcl-1/Bid-Dy647 peptide binding, 1536-well. inhibition, % at 21.7 µM. 220,000 tested, 0.97% active. AID 1021;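 active = compounds that cut the binding signal by more than half at the single screening dose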;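 also: His-tagged Mcl-1 with europium anti-His antibody binding Bid BH3 peptide; 0% = Mcl-1 plus peptide wells and 100% = peptide-only wells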
# The depositor's hits bear a star; ? = inconclusive; nt = not tested or not shown. Rule as the data show it, unless noted: active = inhibition above about 40%.
SMILES,Bcl-W Bim block,Mcl1-Noxa inh,RGS4-Gao reg,Bfl-1 Bim block,Bcl-B Bim block,Mcl-1 Bim block,Bcl-XL Bim block,RGS7-Gao reg,RGS8-Gao,Bim-Bcl-2,Mcl1 Bid PPI
COC(=O)c1ccc(C(=O)OC)c(NC(=O)Nc2ccc3c(c2)OCO3)c1,1,7,101,-9,-7,1,-1,101,102,-2,-2
O=C(NCc1ccccc1)C1Cc2ccccc2CN1C(=O)c1ccco1 (centres undefined),0,7,103,0,0,2,-1,102,106,0,-10
COc1ccc(C)cc1NC(=S)N1CCN(c2ccccn2)CC1,-3,5,100,-11,-13,-2,-8,102,102,-5,-21
COc1cccc(C(=O)CSc2nnc(-c3cc(OC)c(OC)c(OC)c3)o2)c1,2,11,102,-9,-10,-1,-2,103,100,-9,-34
CCOC(=O)CNC(=O)CSc1nnc(-c2ccncc2)n1-c1ccc(Cl)cc1,-2,6,105,-3,0,-3,-4,101,102,-2,-24
CCN(CC)c1ccc(CNc2ccc(Br)cn2)cc1,0,-2,97,0,0,0,-2,91,101,5,-32
CC1(CCl)N([O-])C2=C(CCCC2)[N+]1=O (centres undefined),nt,-7,101,nt,nt,nt,nt,?,99,nt,-57
CCOC(=O)C1CCCN(C(=O)c2ccc(C)c([N+](=O)[O-])c2)C1 (centres undefined),nt,8,117,nt,nt,nt,nt,114,138,?,4
CN1CCN(/N=C2/C(=O)Nc3ccc([N+](=O)[O-])cc32)CC1,0,7,108,2,1,0,0,100,124,0,-6
O=C(Nc1ccccc1C(=O)N1CCCC1)C1COc2ccccc2O1 (centres undefined),-6,5,100,-4,-3,-23,-9,97,103,2,7
COc1cccc(-c2nn(-c3ccccc3)cc2C(=O)Nc2nccs2)c1,0,16,102,-14,-13,-4,-8,99,101,-11,14
Cc1cc(NC(=O)C2CCCCC2)n(-c2nc3ccccc3[nH]2)n1,0,-22,101,-9,-8,-3,-7,99,100,-14,-7
Cc1cc(C)n2nc(SCC(=O)c3ccccc3)nc2n1,-1,-14,102,-19,-10,-6,-13,98,100,-4,-11
c1ccc(-c2noc(CC3CCCCC3)n2)nc1,4,-20,101,-1,-4,4,2,101,102,0,-23
Cc1ccc(-n2cc3c(-c4cccc(Br)c4)nnc(C)c3n2)cc1,0,31,105,-13,-5,-1,-4,102,103,-3,-22
Cc1ccc(S(=O)(=O)c2c(N)n(CCCO)c3nc4ccccc4nc23)cc1,6,-1,102,-14,-6,1,0,104,103,-7,13
Cc1cccc(/C(N)=N/OC(=O)c2ccc(Cl)cc2Cl)c1,-1,11,96,-5,-4,-5,-6,100,99,-5,-22
Cc1ccc(C)c(S(=O)(=O)N2CCN(Cc3ccc(O)c4ncccc34)CC2)c1,-3,-52,97,-2,0,0,-5,?,100,-2,-103
CCN(CC)CCCNC(=O)C1c2ccccc2C(=O)N1Cc1ccc(C)cc1 (centres undefined),-1,-6,98,0,-1,-3,-3,101,102,-4,-28
COc1ccc(NC(=O)Cn2cc(S(=O)(=O)Cc3ccccc3)c3ccccc32)c(OC)c1,-9,44,93,-5,-18,-8,-11,90,96,-6,-12
Cn1c(=O)cc(OCC(=O)NCCCN2CCN(Cc3ccccc3)CC2)c2ccccc21,1,-7,101,-6,-1,1,0,102,104,-7,-17
CC[C@H]1CN2CCc3cc(OC)c(OC)cc3[C@@H]2C[C@@H]1C[C@H]1NCCc2cc(OC)c(OC)cc21,-5,22,100,0,-5,-1,-10,99,103,-5,6
COc1ccc(N2CCN(C(=O)c3ccc4c(=O)n(CCc5ccc(OC)c(OC)c5)c(=O)[nH]c4c3)CC2)cc1,0,37,92,-4,-9,1,-3,105,94,-3,-59
CC1CCCC(C)N1C(=O)CSc1nc(N)c(-c2ccccc2)c(=O)[nH]1 (centres undefined),-2,-7,105,0,-1,0,-1,106,103,-3,-30
CN1CCN(CC(O)COc2ccc(C34CC5CC(CC(C5)C3)C4)cc2)CC1 (centres undefined),0,21,111,-2,-3,0,0,?,107,-4,10
# The list goes on:
SMILES,Bcl-W Bim block,Mcl1-Noxa inh,RGS4-Gao reg,Bfl-1 Bim block,Bcl-B Bim block,Mcl-1 Bim block,Bcl-XL Bim block,RGS7-Gao reg,RGS8-Gao,Bim-Bcl-2,Mcl1 Bid PPI
O=C(O)CCC(=O)NCC1OCCc2ccccc21 (centres undefined),-4,16,102,0,-1,-2,0,100,102,0,16
COc1ccc(C(=O)Nc2ccccc2C(=O)NC(Cc2ccc(O)cc2)C(=O)NNC(=O)c2ccccc2)cc1 (centres undefined),-1,15,93,1,-4,0,-1,101,87,0,-10
Cc1c(CN2CCC(C)CC2)c(=O)n(-c2ccccc2)n1C,0,-12,101,-5,-1,-1,-2,97,96,-6,-10
CC(C)(C)c1ccc(C(CC(=O)O)NC(=O)CSc2ccccc2)cc1 (centres undefined),-1,4,101,-4,-1,-1,-2,102,97,-3,-25
COc1ccc2c(c1)cc1n2CCN=C1N,-2,4,103,0,0,-2,-1,98,96,-1,7
CC(=O)N1CCc2cc(S(=O)(=O)NC(Cc3ccccc3)C(=O)NCCN3CCCCC3C)ccc21 (centres undefined),0,9,98,-8,-3,0,-2,103,100,-3,-26
CN(C)S(=O)(=O)c1cccc(NC(=O)CSc2nncn2C)c1,nt,-23,98,nt,nt,nt,nt,?,101,nt,-26
CC1Cc2nc(SCC(=O)NCCc3ccccc3)n(C)c(=O)c2S1 (centres undefined),-5,8,100,-5,-12,-3,-8,101,99,-6,-9
O=C(O)c1ccccc1SCC(=O)N1CCCCC1,0,5,94,0,1,0,-2,92,90,0,-2
Clc1ccc(-c2noc(CN3CCOCC3)n2)cc1,nt,-1,94,nt,nt,nt,nt,?,99,nt,-9
O=C(CCS(=O)(=O)c1ccccc1)NCCS(=O)(=O)c1ccccc1,-1,1,95,-5,-4,-1,-1,92,100,-3,-25
CCCCNC(=O)Oc1cccc(N2CCCC2=O)c1,1,7,96,-1,3,0,0,95,97,0,-12
Cc1c(C(=O)NNS(=O)(=O)c2ccccc2)sc(=S)n1C,-5,13,102,-5,-8,-1,-3,104,101,-2,-20
CCCN(CCC)C(=O)Cn1c(=O)n(CCCCCC(=O)Nc2ccccc2)c(=O)c2sccc21,0,-10,101,7,0,2,1,105,105,5,11
COc1cc(CN(C)C(C)C(=O)Nc2ccc([N+](=O)[O-])cc2Cl)ccc1OC(F)F (centres undefined),-2,11,98,-10,-12,-2,-7,98,100,-14,-23
Cn1c(SCCCC(=O)c2ccccc2)nnc1-c1ccncc1,1,-9,102,0,-1,0,0,101,103,-2,-15
Cc1ccc(S(=O)(=O)NNC(=S)Nc2cccc(C)c2C)cc1,nt,-4,103,nt,nt,nt,nt,?,100,nt,-41
COc1cccc(/C=N/NC(=O)c2ccccc2NC(=O)c2ccco2)c1OC,nt,-17,93,nt,nt,nt,nt,?,97,nt,-2
C=CCOC(=O)C1=C[C@H](c2cn(C(C)=O)c3ccccc23)[C@@H](CCCO)[C@H](OCC)O1,-1,24,102,-5,-2,0,-2,96,101,-3,-13
CCOc1ccccc1-c1nc(-c2cc3ccccc3nc2OC)no1,0,3,99,-14,-2,1,1,100,99,-9,-1
O=C(COc1cccc(NC(=O)c2cccs2)c1)c1ccc(F)cc1,-4,17,101,-15,-5,-1,-2,103,102,-9,3
CCOCCOC(=O)COC(=O)c1ccccc1NC(=O)c1ccccc1,-3,-3,100,5,-10,-3,-10,97,102,-7,-15
CC(NCc1ccc(S(N)(=O)=O)cc1)C(=O)N1c2ccccc2CC1C (centres undefined),nt,-3,100,nt,nt,nt,nt,?,102,nt,9
O=c1ccc2ccc(Oc3ccc(Cl)cc3[N+](=O)[O-])cc2o1,0,3,98,5,3,-4,-2,99,101,0,1
O=C(c1ccc2c(c1)OCCO2)C1CCN(C(=O)c2ccc(F)c(F)c2)CC1,0,14,100,-11,-5,0,-7,98,104,-8,-35

# Some entries already given with just RGS8-Gao, Bcl-W Bim block and Bim-Bcl-2:
Structure	RGS8-Gao	Bcl-W Bim block	Bim-Bcl-2
COc1ccc2c(c1)cc1n2CCN=C1N	96	-2	-1
CC(=O)N1CCc2cc(S(=O)(=O)NC(Cc3ccccc3)C(=O)NCCN3CCCCC3C)ccc21 (centres undefined)	100	0	-3
CN(C)S(=O)(=O)c1cccc(NC(=O)CSc2nncn2C)c1	101	nt	nt

# More records follow.
SMILES,Bcl-W Bim block,Mcl1-Noxa inh,RGS4-Gao reg,Bfl-1 Bim block,Bcl-B Bim block,Mcl-1 Bim block,Bcl-XL Bim block,RGS7-Gao reg,RGS8-Gao,Bim-Bcl-2,Mcl1 Bid PPI
O=C(CSc1nnc2ccccn12)Nc1cccc(S(=O)(=O)N2CCOCC2)c1,-8,15,106,-19,-8,-11,-7,103,104,-10,-48
NC(=O)C1(S(=O)(=O)c2ccccc2)CCCCC1,0,-19,99,-16,-8,0,-5,99,99,-9,-17
CCCc1cc(C(=O)Nc2cc(OC)c(Cl)cc2OC)no1,1,16,100,-11,-9,1,-6,97,104,-11,-13
COc1ccccc1/C=C/C(=O)NCCC1=CCCCC1,2,10,98,-6,1,1,2,?,99,-5,-14
O=C(CC1CCCCC1)NCc1nc(-c2ccccc2)no1,nt,7,103,nt,nt,nt,nt,?,100,nt,-14
O=C(Cc1cccs1)NNC(=O)c1ccc(F)cc1,8,0,99,8,8,10,12,100,107,7,10
CC(C)(C)OC(=O)N[C@@H](Cc1c[nH]c2ccccc12)c1nnc(SCC(N)=O)o1,5,10,101,-4,-6,2,0,97,100,-1,-41
CC(=O)Nc1ccc(NC(=O)COc2cccc3c2OC(C)(C)C3)cc1,0,-14,99,-4,-2,-2,-1,111,99,0,-18
O=C(Nc1nc(-c2ccccc2Cl)cs1)c1cccnc1,-3,11,94,4,-1,-1,0,97,98,9,-3
Cc1cc(=O)n2c3ccccc3n(CC(O)CN3CCCCC3)c2c1C#N (centres undefined),19,-10,105,-4,12,0,13,106,104,-15,9
CN1/C(=C/C2CC(=O)N(c3cccc4ccccc34)C2=O)C(C)(C)c2ccccc21 (centres undefined),5,54*,107,0,-6,0,-4,103,100,-10,-38
CCn1c(=O)cc(C(=O)OC)sc1=Nc1ccc(F)c(F)c1,0,-12,100,-14,-3,0,-2,99,100,-3,-23
Cc1cc(C)n2nc(SCc3ccccc3)nc2n1,nt,2,87,nt,nt,nt,nt,?,95,nt,6
Cc1cccc(-n2c(CNC(=O)c3ccc(S(=O)(=O)N4CCCC4)cc3)n[nH]c2=S)c1,-3,25,101,0,-19,-2,-5,104,99,-5,-84
O=C(COC(=O)c1ccccc1F)c1ccc(-n2nncc2-c2ccco2)cc1,0,31,92,-7,-5,-3,-7,87,96,-7,-9
Cc1cc(C(=O)CN2C(=O)NC(c3ccccc3)(c3ccccc3)C2=O)c(C)n1Cc1ccccc1,-3,-21,100,0,-2,-4,-5,99,101,-5,-23
Cc1nc([N+](=O)[O-])nn1C12CC3CC(CC(Cl)(C3)C1)C2,-4,7,101,-10,-9,-5,-7,93,101,-6,-12
OCCC#Cc1ccc(CN2CCN(Cc3ccccc3)C(CCO)C2)cc1 (centres undefined),-2,-1,99,-2,-2,-1,-5,?,101,-1,-18
O=C(NC1CCCc2ccccc21)c1ccc(Cl)nc1 (centres undefined),-3,0,99,-16,-13,-3,-8,99,103,-11,-15
CCOc1ccc(/C=N/NC(=O)Nc2ccccc2)cc1,-1,16,87,-4,-3,0,0,91,97,1,-21

# Assay outcomes (PubChem)
